Assay outcomes: PubChem, National Center for Advancing Translational Sciences (NCATS)
NPC1 prom act = NPC1 promoter activation; Huh7 NPC1 promoter luciferase reporter, 24 h; Potency, µM (doses to about 9.22 µM), for the others: at the highest dose activation, actives largely listed as activators; actives 2.4% (n = 320,000);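 note: potency is the fitted concentration of half-maximal effect; % of control where 0% means no effect; nearly all actives have a fitted effect of over 60% in size; reporter is driven by a mutant NPC1 promoter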
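Luciferase expression driven by the NPC1 promoter was measured in stably transfected Huh7 cells after a 24 h compound incubation, using a luciferase reagent and a luminescence read.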
Coupling enz = counter-screen for Giardia aldolase inhibitors: coupling enzyme system. AID 2472. coupling enzyme system counterscreen, AmpLite Red fluorescence. actives 0.67% (n = 290,000). activity change, negative = inhibition, % at 58.2 µM, hits read low; in the data active = activity change below about -30%; note: % is set by controls: 0 for no effect and ±100 for the full control effect
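Counterscreen of the coupled detection system alone, without aldolase: glyceraldehyde-3-phosphate coupling enzymes plus AmpLite Red readout. Compounds at 57.5 uM final, 10 min RT preincubation, 20 min RT reaction, fluorescence 525/598 nm.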
Tb PFK block = inhibitors of T. brucei phosphofructokinase; T. brucei PFK, ADP-Glo luminescence; Potency, µM (series often up to 57.5 µM), without a hit: at the highest dose activity, negative = inhibition, actives largely listed as inhibitors; O15648; actives 0.17% (n = 330,000); AID 485367;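 note: potency is the fitted concentration of half-maximal effect; 0% = uninhibited 1x PFK enzyme wells and -100% = no-enzyme wells; nearly all actives have a fitted effect of over 60% in size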
Target sequence (O15648 whole entry, looked up): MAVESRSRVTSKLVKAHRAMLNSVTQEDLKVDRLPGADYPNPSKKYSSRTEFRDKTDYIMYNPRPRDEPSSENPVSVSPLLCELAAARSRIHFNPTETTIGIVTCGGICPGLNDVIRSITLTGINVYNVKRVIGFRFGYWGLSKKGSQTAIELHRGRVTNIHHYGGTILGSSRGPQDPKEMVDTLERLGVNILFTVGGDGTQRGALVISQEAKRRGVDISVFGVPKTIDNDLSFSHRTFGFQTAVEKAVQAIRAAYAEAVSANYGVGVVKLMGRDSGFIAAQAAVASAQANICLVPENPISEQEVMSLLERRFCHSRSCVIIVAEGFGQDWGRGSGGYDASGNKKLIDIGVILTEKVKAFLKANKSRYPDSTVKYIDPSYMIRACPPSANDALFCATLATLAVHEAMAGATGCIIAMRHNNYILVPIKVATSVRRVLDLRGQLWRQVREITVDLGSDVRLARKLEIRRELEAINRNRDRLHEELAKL
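1.25 nM PFK with 0.5 mM F6P and 0.1 mM ATP in 0.1 M TEA pH 8.0, 5 mM MgCl2, incubated 45 min at room temperature; ADP measured by ADP-Glo luminescence; compounds titrated up to 57 uM.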
ELG1 genotox = genotoxicity induction in ELG1-luciferase HEK293T cells | HEK293T ELG1-luciferase reporter, luminescence, 16 h | Potency, µM (series often up to 46 µM), for the others: top-dose activity change, positive = activation, hits mostly activators | actives 1.3% (n = 330,000) | AID 504466; note: potency is the fitted concentration of half-maximal effect; % of control where 0% means no effect; nearly all actives have a fitted effect of over 60% in size
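DMSO vehicle served as control against compound-treated ELG1-luciferase HEK293T cells; exposure lasted 16 hr at 37 °C and 5% CO2, followed by ONE-Glo luminescence detection after 30 min.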
RORgamma inh = blocks mouse ROR gamma transcriptional activity; Drosophila S2 Gal4-RORgamma UAS-luciferase reporter, 20 h; actives 5.4% (n = 310,000); Potency, µM (highest dose often 53.6 µM), for inactives: top-dose activity change, negative = inhibition, usual class: inhibitors; P51450; note: potency is the fitted concentration of half-maximal effect; % is set by controls: 0 for no effect and ±100 for the full control effect; nearly all actives have a fitted effect of over 60% in size
Target sequence (P51450 whole entry, looked up, the tested form may be a part): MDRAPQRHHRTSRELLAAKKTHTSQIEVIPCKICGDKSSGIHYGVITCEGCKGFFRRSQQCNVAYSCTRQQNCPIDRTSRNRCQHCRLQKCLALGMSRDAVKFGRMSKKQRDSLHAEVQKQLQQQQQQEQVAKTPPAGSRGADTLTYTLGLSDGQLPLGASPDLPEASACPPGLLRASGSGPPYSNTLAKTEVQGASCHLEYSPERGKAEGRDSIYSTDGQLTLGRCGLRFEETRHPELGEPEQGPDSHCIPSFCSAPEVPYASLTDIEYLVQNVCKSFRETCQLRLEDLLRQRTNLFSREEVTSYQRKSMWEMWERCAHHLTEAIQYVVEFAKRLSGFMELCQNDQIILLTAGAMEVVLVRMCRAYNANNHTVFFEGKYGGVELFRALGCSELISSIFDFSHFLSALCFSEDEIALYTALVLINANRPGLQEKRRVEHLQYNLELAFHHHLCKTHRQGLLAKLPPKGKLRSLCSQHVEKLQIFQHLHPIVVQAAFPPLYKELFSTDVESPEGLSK
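Using a luciferase readout, inhibitors were identified by reduced reporter activity in Drosophila cells coexpressing a copper-inducible Gal4–ROR gamma fusion and UAS-driven Photinus luciferase, incubated 20 hr after 700 uM copper sulfate.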
VP16 counter = Gal4-VP16 reporter inhibition counter-screen | Drosophila S2 Gal4-VP16 UAS-luciferase, luminescence, 20 h | Potency, µM (titrated, usually from 53.6 µM), without a hit: top-dose activity, negative = inhibition, most hits filed as inhibitors | actives 3.5% (n = 310,000) | AID 2546;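 note: Gal4-VP16 expression switched on by copper sulfate through the metallothionein promoter; potency is the fitted concentration of half-maximal effect; % is set by controls: 0 for no effect and ±100 for the full control effect; nearly all actives have a fitted effect of over 50% in size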
Rab9 prom act = activates the Rab9 promoter. Huh7 Rab9 promoter-luciferase reporter, luminescence, 24 h. Potency, µM (highest dose often 9.22 µM), for the others: top-dose activation, negative = inhibition, most hits filed as activators. actives 2.8% (n = 320,000). AID 485297; note: potency is the fitted concentration of half-maximal effect; % of control where 0% means no effect; nearly all actives have a fitted effect of over 60% in size
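Promoter activation is measured as luciferase luminescence in Huh7 cells stably transfected with a Rab9 promoter–luciferase construct, following 24 h compound exposure at 37 °C and 10 min reagent incubation at ambient temperature.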
KCNH2 3.1 inh = inhibitors of human KCNH2 3.1 potassium channel isoform; U2OS KCNH2 3.1, thallium flux FluxOr; hits give low values; activity change, % (tested at about 1.8 µM); actives 0.95% (n = 340,000); AID 720553;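 active = maximum activity change below -70%; inconclusive = maximum activity change from -70% to -50%; inactive = maximum activity change above -50%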;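 note: thallium influx rate constant from kinetic fluorescence after stimulation buffer; % is set by controls: 0 for no effect and ±100 for the full control effect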
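Steps: virus added to U2OS suspension (4 h, RT, dark); medium with 10% FBS added, cells plated, 37 C overnight; FluxOr/Red40 loading buffer 45 min RT; stimulation buffer, 2 min kinetic read; rate constant normalized.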
FLuc modulator = inhibits or activates purified firefly luciferase, miR-21 counter-screen; Potency, µM (top dose mostly 57.5 µM), for the others: at the highest dose activity change, negative = inhibition, actives largely listed as inhibitors; P08659; AID 588342; actives 6.9% (n = 360,000); purified FLuc, Km substrates, luminescence inhibition;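 note: potency is the fitted concentration of half-maximal effect; plate controls were vehicle for no effect and reference inhibitor for full effect; nearly all actives have a fitted effect of over 55% in size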
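Biochemical qHTS of compounds, final roughly 60 µM downward over six points, against 10 nM purified firefly luciferase using Km concentrations of substrates (10 uM D-luciferin, 10 uM ATP) in Tris acetate pH 7.5 buffer; luminescence output.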
Giardia kill = kills Giardia lamblia. actives 0.15% (n = 340,000). activity change, % at 7.66 µM, hits read low. Giardia lamblia trophozoite viability; in the data active = activity change below about -80%; inconclusive = between about -30% and that limit;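 note: parasites exposed to compound for two days anaerobically before the ATP read; % is set by controls: 0 for no effect and ±100 for the full control effect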
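Viability, read as ATP luminescence: trophozoites at 100 cells/well, compound added, 48 hrs anaerobic at 37 deg C, then 15-30 min room-temperature development before reading.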
uPA generation = blocks generation of uPA at the cell surface | AID 540303 | actives 0.31% (n = 330,000) | Potency, µM (titrated, usually from 38.3 µM), for inactives: at the highest dose activity change, negative = inhibition, actives largely listed as inhibitors | cell surface uPA generation assay, qHTS; active = well fitted inhibition curve with a large enough effect; inconclusive = small, poorly fitted or top-dose-only effect; inactive = no such curve, though single readings can be large or run the other way; tested in mouse RAW 264.7 cells; note: potency is the fitted concentration of half-maximal effect; % is set by controls: 0 for no effect and ±100 for the full control effect; nearly all actives have a fitted effect of over 55% in size
* = called active by the depositor; u = inconclusive; x = not tested or not shown; [ ] = another dose, or the depositor's remark. Unless noted, calls come from the whole dose curve; as a rule, active = well fitted curve in the direction sought with a large enough effect; inconclusive = small, poorly fitted or top-dose-only effect, or another doubt; inactive = no such curve, though single readings can be large; an effect the other way counts as inactive or inconclusive.

SMILES	NPC1 prom act	Coupling enz	Tb PFK block	ELG1 genotox	RORgamma inh	VP16 counter	Rab9 prom act	KCNH2 3.1 inh	FLuc modulator	Giardia kill	uPA generation
CC(=O)N1CCC2(CC1)CC(=O)c1cc(OCC(=O)N3CCCC3)ccc1O2	-4%	3	3%	0%	-9%	8%	1%	5	3%	-17	u
COc1ccc(CC(=O)N/N=C(/C)CC(=O)N(C)c2ccccc2)cc1	2%	-1	3%	16%	u	-16%	2%	-92*	0%	8	5%
CCc1ccc(C(CC(=O)c2ccc(Cl)cc2)C(=O)O)cc1 (stereo not given)	-3%	2	-1%	1%	0%	-2%	0%	7	-10%	10	-4%
c1ccc(Cc2nnc3sc(Nc4ccccc4)nn23)cc1	-1%	1	-15%	u	-14%	3%	-19%	3	4%	0	-11%
COc1ccc(C(=O)/C=C/NCc2ccc(F)cc2)cc1OC	2%	4	-9%	1%	22%	-6%	0%	3	-19%	-11	-12%
CCS(=O)(=O)N1Cc2ccccc2CC1C(=O)N1CCN(c2cccc(C)c2C)CC1 (stereo not given)	1%	1	2%	2%	4%	0%	-7%	-4	1%	2	3%
COc1ccccc1N1CCN(C(CNC(=O)c2ccc3c(c2)OCO3)c2cccnc2)CC1 (stereo not given)	-3%	8	3%	-11%	u	u	1%	2	-14%	11	-5%
CCn1c(SCC(=O)Nc2ccc(N3CCOCC3)cc2)nnc1-c1ccc(OC)cc1	-2%	3	0%	-6%	-2%	u	-3%	-13	15µM*	5	x
O=C1CC(C(=O)O)S/C(=N\N=C\c2ccc(Br)cc2)N1 (stereo not given)	-1%	-1	6%	0%	-1%	-5%	0%	9	17µM*	3	-2%
CCOc1ccccc1NC(=O)c1c(NC(=O)CNCc2ccco2)sc2c1CCC2	3%	3	2%	5%	u	5.6µM*	2%	x	12%	x	x
Cc1ccc(C)c(OCCC(=O)NNC(=O)c2ccccc2)c1	-2%	x	-9%	-3%	x	x	-3%	-3	0%	-24	-4%
Clc1ccccc1CSc1snnc1-c1ccccc1	22%	1	2%	u	0%	1%	29%	-8	21µM*	-5	-1%
CC(=O)NN1C(=O)/C(=C2/Sc3ccccc3N2C)SC1=S	4%	4	1%	u	-2%	3%	0%[1.84 µM]	-1	1%	-6	-8%
COC(=O)CNC(=O)c1cccc(Cl)c1	-3%	0	-4%	0%	12%	7%	-2%	7	-2%	4	21%
OCCC1CN(CC2CCCCC2)CCN1C1CCCC1 (stereo not given)	-7%	-3	-7%	-4%	-9%	3%	4%	-3	2%	1	-7%
COc1ccc(OC)c(NC(=O)COC(=O)c2cc3c(s2)CCC3)c1	1%	2	u	4%	5%	-1%	-8%	19	-6%	1	9%
CC1(c2ccccc2)CC(C)(C)N2C(=O)/C(=C3\SC(=S)NC3=O)c3cccc1c32 (stereo not given)	-1%	1	19%	-6%	-19%	-6%	-4%	2	2%	7	4%
Cn1c(=O)c(=O)n(C)c2cc(S(=O)(=O)NCCOc3ccccc3)ccc21	-1%	0	-4%	0%	-4%	-20%	-4%	4	-2%	-13	0%
CCCOCCc1nnc(N)s1	2%	1	0%	0%	0%	-5%	-2%	32	5%	-1	1%
CCc1cc2cc(C)ccc2nc1SCC(=O)Nc1cc(C)on1	2%	2	-1%	-1%	-32%	-26%	-2%	2	0%	-7	5%
CCCC(=O)Nc1ccc(Cc2ccc(NC(=O)CCC)c(C(=O)O)c2)cc1C(=O)O	-3%	10	-23%	2%	10%	-15%[10 µM]	-3%	11	u	11	2%
COc1cccc(CNC(=O)CCSCc2ccccc2F)c1	-1%	2	-3%	15%	-11%	-4%[10 µM]	0%	2	-7%	20	2%
CCN(CC(=O)Nc1ccccc1C(F)(F)F)C(=O)CCSc1ccc(F)cc1	1%	x	-2%	-17%	x	x	-2%	4	-2%	6	15%
O=C(CCN1CCCCC1)N=Nc1c(O)[nH]c2ccccc12	1%	1	-3%	-1%	-26%	6%	3%	-11	-3%	-18	-4%
CCN(C(=O)Cn1c(=O)oc2cc(S(=O)(=O)N3CCCC3)ccc21)c1ccc(OC)cc1	-5%	0	0%	-2%	6%	-8%	8%	12	1%	-5	-9%
CCc1ccc(/C=N/n2c(COc3ccccc3)n[nH]c2=S)cc1	4%	0	-19%	0%	0.89µM*	u	-8%	6	0%	-7	2%
CC(C)CN(C(=O)CSc1nn(-c2ccc(Cl)cc2)c(=S)s1)C1CCS(=O)(=O)C1 (stereo not given)	7%	-2	-3%	-1%	36%	7%	-5%	-2	-1%	39[activator]	-6%
CC(=O)c1cccc(NC(=O)c2sc3nc4n(c(=O)c3c2C)CCCC4)c1	4%	-2	0%	16%	-27%	2%	22%	23	u	-2	-6%
C=CCNC(=O)c1cc(C(=O)C(C)c2ncc(C(F)(F)F)cc2Cl)c[nH]1 (stereo not given)	21%	10	-2%	-1%	2%	0%	-8%	0	-2%	7	8%
Cc1[nH]n(-c2ccc(F)cc2)c(=O)c1/C=N/c1sc2c(c1C#N)CCCC2	1%	-1	-4%	-5%	-29%	-1%	0%	-2	13µM*	-22	-3%
CC(=O)c1ccc(N2CCN(C(=O)c3ccc4[nH]c(C)c(C)c4c3)CC2)cc1	x	x	-1%	-2%	x	x	x	3	x	21	-4%
CCOC(=O)c1nn(-c2ccccc2)c(=O)c2c(NC(C)=O)scc12	1%	-6	-1%	7%	6%	-4%	5%	1	-1%	17	1%
CCOC(=O)C(CC)/C(C)=N\NC(=O)c1ccccc1O (stereo not given)	-11%	1	8%	u	10µM*	13µM*	-23%	8	u	-8	-4%
CCC(CO)NCc1ccc(OCC(=O)Nc2cccc(C(F)(F)F)c2)c(OC)c1 (stereo not given)	1%	-1	-10%	0%	11%	-21%	5%	6	2%	4	1%
O=C(NCC1CCCO1)c1ccc(-c2cccc(C(F)(F)F)c2)o1 (stereo not given)	4%	x	-4%	7%	14%	2%	7%	2	u	-26	-10%
O=C(c1ccc([N+](=O)[O-])cc1)N(Cc1ccc(Cl)cc1Cl)N1C(=O)CCCC1=O	-4%	-3	2%	2%	12%	-1%	1%	2	-2%	-2	x
O=C(CSC1=NCCS1)NC1CCCC1	-1%	0	0%	-1%	9%	-3%	-4%	12	0%	3	1%
C=CCOc1ccc2c(CC)cc(=O)oc2c1C	3%	5	0%	12%	0%	-9%	-3%	-15	u	0	-4%
CC(Cc1ccccc1)C(=O)Nc1ccc(Br)cc1 (stereo not given)	u	0	-3%	u	5%	-1%	u	7	u	27	-12%
COc1ccc(CN2CC(C(=O)NCCCN3CCCCCC3)CC2=O)cc1 (stereo not given)	-4%	2	-1%	-1%	7%	-10%	2%	-22	1%	23	1%
CC(=O)Nc1ccc(NC(=O)CN2C(=O)NC3(CCCCCCC3)C2=O)cc1	x	x	1%	1%	x	x	x	1	x	22	1%
CN(CC(=O)Nc1ccc(Cl)c(Cl)c1)C(=O)CNC(=O)C1CCCCC1	4%	x	0%	2%	x	x	-3%	3	1%	3	u
CCC(Cc1ccccc1)NC(=O)Cn1cccc1C(=O)c1ccccc1 (stereo not given)	-4%	x	0%	0%	-22%	11%	-14%	-22	5%	-10	-6%
CC1CCN(CCCCOc2ccc(Cl)cc2)CC1	-4%	4	0%	-6%	-18%	6%	0%	-76*	2%	17	-4%
O=S(=O)(NC1=NCCCCC1)c1ccc2sc(NS(=O)(=O)c3ccc4ccccc4c3)nc2c1	-3%	14	-1%	-8%	-43%	-8%	-2%	2	-12%	0	1%
COc1cc2[nH]c(=S)n(NC(=O)CC(C)C)c(=O)c2cc1OC	2%	1	-3%	-6%	0%	-4%	2%	-1	-1%	13	x
COc1ccc(NCc2nnc(SCC(=O)Nc3ccc(OC)cc3OC)o2)cc1	-6%	2	-4%	-1%	-14%	-9%	0%	-7	-27%	-27	x
O=C(CCC1CCCN(C(=O)C2=CCCC2)C1)N1CCN(c2ccccn2)CC1 (stereo not given)	-3%	4	-1%	6%	28%	6%	4%	6	-14%	-20	0%
CN(C)S(=O)(=O)c1cccc(NC(=O)c2cc3ccccc3o2)c1	30%	-8	0%	6%	u	u	u	-9	8.5µM*	9	-3%

No new results follow: entries from further up.
SMILES	NPC1 prom act	Coupling enz	Tb PFK block	ELG1 genotox	RORgamma inh	VP16 counter	Rab9 prom act	KCNH2 3.1 inh	FLuc modulator	Giardia kill	uPA generation
CC(=O)N1CCC2(CC1)CC(=O)c1cc(OCC(=O)N3CCCC3)ccc1O2	-4%	3	3%	0%	-9%	8%	1%	5	3%	-17	u
COc1ccc(CC(=O)N/N=C(/C)CC(=O)N(C)c2ccccc2)cc1	2%	-1	3%	16%	u	-16%	2%	-92*	0%	8	5%
CCc1ccc(C(CC(=O)c2ccc(Cl)cc2)C(=O)O)cc1 (stereo not given)	-3%	2	-1%	1%	0%	-2%	0%	7	-10%	10	-4%
